Bioassay records (PubChem BioAssay)
EPAC2 antagonist – blocks human EPAC2 exchange factor; EPAC2 GEF exchange of Rap1B-BODIPY-GDP, fluorescence; 0.18% of 360,000 active; Q8WZA2; Potency, µM (top dose mostly 114 µM), inactives show at the highest dose activity, negative = inhibition, most hits filed as inhibitors; AID 720708; note: % is set by controls: 0 for no effect and ±100 for the full control effect; nearly all actives have a fitted effect of over 45% in size; many of its hits are not listed in these tables
Target sequence (Q8WZA2 whole entry, looked up): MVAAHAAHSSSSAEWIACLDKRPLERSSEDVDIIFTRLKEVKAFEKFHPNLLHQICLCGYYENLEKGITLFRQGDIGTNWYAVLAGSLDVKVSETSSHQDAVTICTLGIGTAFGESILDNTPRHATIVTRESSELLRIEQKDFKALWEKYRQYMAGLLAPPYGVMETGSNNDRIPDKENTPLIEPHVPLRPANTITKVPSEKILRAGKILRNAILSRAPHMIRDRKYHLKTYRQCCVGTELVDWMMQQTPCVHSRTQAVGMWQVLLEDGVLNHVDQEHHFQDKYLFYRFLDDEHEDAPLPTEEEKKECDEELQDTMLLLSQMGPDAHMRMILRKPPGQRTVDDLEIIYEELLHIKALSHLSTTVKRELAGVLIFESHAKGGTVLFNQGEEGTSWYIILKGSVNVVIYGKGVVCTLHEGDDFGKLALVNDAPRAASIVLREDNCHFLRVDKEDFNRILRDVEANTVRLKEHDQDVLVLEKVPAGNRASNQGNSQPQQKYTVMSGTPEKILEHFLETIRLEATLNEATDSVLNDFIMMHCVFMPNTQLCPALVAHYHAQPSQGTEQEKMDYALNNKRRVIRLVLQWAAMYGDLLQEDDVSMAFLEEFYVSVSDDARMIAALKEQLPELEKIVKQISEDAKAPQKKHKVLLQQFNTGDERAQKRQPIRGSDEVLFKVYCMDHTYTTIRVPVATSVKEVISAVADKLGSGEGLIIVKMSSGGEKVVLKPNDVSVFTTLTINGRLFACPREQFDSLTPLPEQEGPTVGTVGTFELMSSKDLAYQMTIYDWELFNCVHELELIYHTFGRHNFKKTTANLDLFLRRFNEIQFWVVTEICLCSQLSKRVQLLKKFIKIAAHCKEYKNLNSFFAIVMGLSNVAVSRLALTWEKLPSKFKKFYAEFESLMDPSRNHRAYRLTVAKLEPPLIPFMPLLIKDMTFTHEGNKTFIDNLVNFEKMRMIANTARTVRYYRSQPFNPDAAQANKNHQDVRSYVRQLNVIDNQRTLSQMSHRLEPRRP
Nrf2 block – inhibitors of Nrf2 signaling. A549 ARE-Fluc reporter, luciferase luminescence, 18-24 h. Potency, µM (titrated, usually from 46 µM), inactives show at the highest dose activity change, negative = inhibition, actives largely listed as inhibitors. 2.1% of 360,000 active; note: % is set by controls: 0 for no effect and ±100 for the full control effect; nearly all actives have a fitted effect of over 60% in size
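Reporter: ARE-Fluc in A549. Exposure: 18-24 h, 37 °C, 5% CO2, 5% FBS OPTI-MEM. Readouts: fluorescent cytotoxicity (CellTiter-Fluor), then luminescent Nrf2 signal after BugLite.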
ATXN2 expr inh – ATXN2 expression inhibition. 0.72% of 360,000 active. Potency, µM (top dose mostly 57 µM), inactives show top-dose activity change, negative = inhibition, actives largely listed as inhibitors. HEK-293 ATXN2-luciferase reporter, luminescence, 24 h; note: % is set by controls: 0 for no effect and ±100 for the full control effect; nearly all actives have a fitted effect of over 55% in size
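ATXN2-luciferase reporter cells (luciferase flanked by upstream and downstream ATXN2 gene portions) were treated 24 h at 37 °C with compounds at up to 57 uM. SteadyGlo luminescence gave expression; GF-AFC fluorescence gave viability.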
HepG2 tox – kills HepG2 cells in TGF-b inhibitor counter-screen. Potency, µM (doses to about 46.1 µM), for the others: at the highest dose activity change, negative = cytotoxicity, hits mostly cytotoxic. 0.76% of 410,000 active. HepG2 CAGA-GFP viability, ATP luminescence, 18 h; note: some results filed as inactive show a strong effect at the top dose
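HepG2 CAGA-GFP cells (1000/well, DMEM with 1% FBS) received compound, then TGF-beta at 500 pg/mL final, and were incubated 18 hours at 37 degrees C. Viability was read by CellTiter-Glo luminescence. Media-only wells were set as complete cell-killing and DMSO as no toxicity.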
MCF10A rerep – inducers of DNA re-replication in MCF 10A breast cells. MCF 10A DNA re-replication, Hoechst nuclear intensity, 48 h. Potency, µM (top dose mostly 46.1 µM), for inactives: at the highest dose activity, positive = re-replication, most hits filed as activators. 2.9% of 350,000 active. AID 624296; note: % of control where 0% means no effect; nearly all actives have a fitted effect of over 50% in size
Nrf2 activator – activators of Nrf2 (ARE) signaling; AREc32 ARE-luciferase reporter (MCF7-derived line), luminescence, 24 h; Potency, µM (series often up to 46.1 µM), inactives show at the top dose activation, usual class: activators; 0.31% of 410,000 active; AID 624171; note: % of control where 0% means no effect; nearly all actives have a fitted effect of over 65% in size
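Reporter line AREc32 (ARE-Fluc), seeded overnight in OPTI-MEM with 5% FBS; compound pin-transferred, 24 hr at 37 deg C, 5% CO2; luminescent read-out.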
TGFb inhibitor – inhibitors of TGF-b signaling; 1.2% of 410,000 active; AID 588855; Potency, µM (series often up to 46.1 µM), inactives show at the top dose activity, negative = inhibition, usual class: inhibitors; HepG2 CAGA-GFP TGF-b/SMAD3 reporter, GFP fluorescence, 18 h; TGF-beta stimulated, 500 pg/mL final; note: % is set by controls: 0 for no effect and ±100 for the full control effect; nearly all actives have a fitted effect of over 65% in size
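Inhibition was scored as loss of TGF-beta-induced (500 pg/mL final, 18 hours, 37 degrees C) GFP in HEPG2 cells carrying a CAGA-GFP reporter, in DMEM with 1% FBS. Well GFP was summed per cell; Activity was normalised to unstimulated and stimulated DMSO wells, then concentration-response fitting.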
S2 tox – reduces viability in counter-screen for ATXN expression inhibitors; AID 651635; 0.49% of 400,000 active; Potency, µM (highest dose often 56.7 µM), most hits filed as cytotoxic; S2 cells (HEK-293 line with an ATXN2-luciferase reporter) viability, CellTiter-Fluor protease fluorescence, 24 h; note: nearly all actives have a fitted effect of over 40% in size
A549 viability – kills or reduces viability of A549 cells in Nrf2 counter-screen | AID 504648 | 0.16% of 390,000 active | A549 ARE-Fluc cells, CellTiter-Fluor viability, 18-24 h | Potency, µM (titrated, usually from 46 µM), for the others: at the highest dose activity change, negative = cytotoxicity, actives largely listed as inhibitors; note: % is set by controls: 0 for no effect and ±100 for the full control effect
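Cytotoxicity counterscreen: CellTiter-Fluor fluorescence was measured in A549 ARE_Fluc cells after 18-24 h of compound exposure in a concentration series. The subsequent BugLite luminescent read reports ARE-luciferase activity.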
Starred values were filed as active, the others as inactive; i = inactive; ? = inconclusive; nt = not tested or not shown; [ ] = another dose, or the depositor's remark. Calls come from the whole dose curve; as a rule, active = well fitted curve in the direction sought with a large enough effect; inconclusive = small, poorly fitted or top-dose-only effect, or another doubt; inactive = no such curve, though single readings can be large; an effect the other way counts as inactive or inconclusive. Potency is the fitted concentration of half-maximal effect. This is a subset (hit frequency here may not be typical).

Values in the order – HepG2 tox, MCF10A rerep, S2 tox, EPAC2 antagonist, Nrf2 block, Nrf2 activator, TGFb inhibitor, ATXN2 expr inh, A549 viability
N#Cc1nc(-c2ccc(OCc3ccc(Cl)cc3)cc2)oc1N1CCOCC1
  6.8%, 6.2%, i, -0.6%, -26.0%, -0.1%, -1.0%, -24.7%, 0.0%
O=C(CNC(=O)C1CCCCC1)NC1CCCCC1
  -15.5%, 0.3%, ?, 10.2%, ?, 2.7%, 6.8%, 25.5%, 0.0%
CCOC(=O)C1=C(C)N(CCCC(=O)NCc2ccc3c(c2)OCO3)C(=O)NC1c1ccc(Br)cc1 (configuration not stated)
  -2.6%, 21.8%, i, -15.8%, -6.5%, 0.0%, ?, -4.6%, 2.7%
COc1ccc(-c2nc[nH]c2[N+](=O)[O-])cc1
  -0.6%, -1.2%, i, 17.4%, -13.7%, 2.7%, 15.3%, 1.2%, -14.1%
CCCNC(=O)c1ccc2nc(-c3ccccc3)c(-c3ccccc3)nc2c1
  -6.4%, ?, i, -1.2%, ?, -0.8%, -4.7%, 4.0%, -10.4%
CSc1cccc(NC(=O)C2CCCN2S(=O)(=O)c2ccc(Br)s2)c1 (configuration not stated)
  -27.5%, 1.2%, i, 5.6%, nt, 2.8%, -0.7%, -14.1%, -11.5%
COc1cccc(NC(=O)CN(C)C(=O)Cc2c(C)nc3ccccc3c2C)c1
  -0.8%, -5.1%, i, 2.4%, -7.6%, -0.2%, -10.6%, -11.6%, -5.1%
Cc1nc2ccc(S(=O)(=O)NCC(=O)Nc3ccc(F)cc3F)cc2s1
  -1.9%, nt, nt, nt, ?, 0.1%, nt, nt, 5.8%
COc1ccc(NC(=O)CCn2c(-c3ccc(F)cc3)cc(C(C)=O)c2C)c(OC)c1
  -7.3%, nt, nt, nt, nt, 9.6%, ?, nt, -15.7%
CC(=O)Nc1cccc(C(=O)NNC(=O)c2ccccc2-n2cccc2)c1
  1.0%, -1.4%, i, 2.0%, 5.2%, -0.6%, -2.4%, -1.0%, 0.6%
CC(C)C[C@H]1CN=C(Nc2ccccc2)N1CCC1CCCCC1
  -32.6%, 11.1%, ?, -12.9%, 5.7%, 3.6%, ?, -32.0%, -1.4%
COc1cc(Nc2ncc3c(n2)CCN(Cc2cc(Br)cs2)C3)cc(OC)c1
  -30.4%, nt, i, nt, nt, 6.0%, ?, -22.0%, -5.4%
CSCCCNC(=S)Nc1cccc(S(=O)(=O)NC2=NCCC2)c1
  4.0%, 2.0%, i, 1.3%, -6.6%, -0.5%, -29.9%, -16.5%, -2.0%
C[C@H]1CN([C@@H](C)CO)C(=O)c2cc(NC(=O)CCN3CCOCC3)ccc2O[C@H]1CN(C)C(=O)Nc1ccc(F)cc1
  -2.1%, 7.7%, i, 7.0%, 5.0%, -0.5%, 15.7%, -3.0%, 2.2%
CC(C)(C)NC(=S)NCC1CC1
  -4.5%, -3.7%, i, -1.9%, ?, -0.7%, -1.5%, nt, -1.2%
CCN(CC)S(=O)(=O)c1ccc(SCC(=O)c2c(N)n(C3CC3)c(=O)[nH]c2=O)nc1
  -22.5%, nt, i, 20.7%, nt, -0.2%, -0.1%, nt, nt
COc1cccc(/C=N/NC(=O)Cn2cnc3c2c(=O)n(C)c(=O)n3C)c1OC
  -1.9%, 2.3%, i, 15.6%, -3.1%, 0.3%, -0.9%, 1.5%, -1.0%
CN(CC(=O)Nc1cccc(F)c1)C(=O)/C=C/c1ccc(Br)s1
  -8.2%, 18.0%, i, 1.3%, 2.5%, 0.8%, -7.1%, -17.9%, 0.3%
CC1CCCCN1C(C(=O)O)c1ccccc1 (configuration not stated)
  0.6%, -13.3%, i, 3.7%, 11.7%, 0.4%[9.22 µM], 3.4%, -5.3%, -0.8%
CCN(CC1CCCO1)C(=O)CCc1nnc(CCc2ccc(OC)cc2)o1 (configuration not stated)
  5.0%, 3.6%, i, 0.1%, 10.0%, -0.1%, -2.3%, 7.9%, 5.2%

An excerpt from above in order of molecular weight, rising.
Values in the order – HepG2 tox, MCF10A rerep, S2 tox, EPAC2 antagonist, Nrf2 block, Nrf2 activator, TGFb inhibitor, ATXN2 expr inh, A549 viability
O=C(CNC(=O)C1CCCCC1)NC1CCCCC1
  -15.5%, 0.3%, ?, 10.2%, ?, 2.7%, 6.8%, 25.5%, 0.0%
COc1cccc(/C=N/NC(=O)Cn2cnc3c2c(=O)n(C)c(=O)n3C)c1OC
  -1.9%, 2.3%, i, 15.6%, -3.1%, 0.3%, -0.9%, 1.5%, -1.0%
CCOC(=O)C1=C(C)N(CCCC(=O)NCc2ccc3c(c2)OCO3)C(=O)NC1c1ccc(Br)cc1 (configuration not stated)
  -2.6%, 21.8%, i, -15.8%, -6.5%, 0.0%, ?, -4.6%, 2.7%

More structures
Values in the order – HepG2 tox, MCF10A rerep, S2 tox, EPAC2 antagonist, Nrf2 block, Nrf2 activator, TGFb inhibitor, ATXN2 expr inh, A549 viability
Cc1nc(SCc2nc3c([N+](=O)[O-])cccc3[nH]2)c2oc3ccccc3c2n1
  -24.8%, 5.1%, i, -8.6%, 12.8%, ?, -22.1%, 15.6%, -0.6%
CN1C(=S)SC(N(O)C(=O)Nc2ccccc2)C1(C)C (configuration not stated)
  20.2%, 22.9%[9.22 µM], i, -1.9%, 25.0%, -0.8%, 0.0%, -2.5%, -2.3%
COc1ccccc1NS(=O)(=O)c1cccc(C(=O)N/N=C(\C)c2ccncc2)c1
  5.3%, 0.1%, i, -4.9%, 9.0%, -0.6%, -3.4%, 1.3%, -3.7%
Cc1oc(C(=O)O)cc1CSc1nnc(-c2ccccc2)n1C
  5.5%, -10.0%, i, 5.1%, 10.4%, 2.2%, ?, 6.3%, 0.7%
Cc1ccc(-n2c(=O)[nH]c3c(C(N)=O)nc(CC(C)C)nc32)cc1
  -18.0%, 0.8%, i, -0.3%, -20.4%, -0.3%, -17.7%, -12.5%, -12.6%
COc1cc(C(=O)N2CCC(c3nc4ccccc4s3)CC2)cc(OC)c1OC
  -0.5%, nt, ?, nt, -23.0%, 4.5%, -29.5%, -11.7%, -2.7%
O=C(N/N=C/c1cn(-c2ccccc2)nc1-c1ccccc1)c1ccco1
  -24.0%, 25.7%, i, -1.5%, -15.8%, 6.9%, 22.7%, 18.6%, ?
CCCCCOC(=O)Cc1c(O)c2ccccc2[nH]c1=O
  4.2%, -0.6%, i, -2.9%, 10.4%, -0.7%, -6.0%, 2.3%, -3.0%
CC(C)=C[C@@H]1C[C@H](C)[C@H]2CC[C@H](C)c3c(O[C@@H]4O[C@@H](C)[C@@H](O)[C@@H](O)[C@@H]4O)c(O)c(C)c1c32
  -96.3%, ?, ?, -19.2%, ?, -3.2%, ?, ?, ?
c1ccc(COc2cccc(CN3CCc4ccccc4C3)c2)cc1
  0.4%, 0.6%, i, 9.6%, 3.2%, -0.1%, 3.9%, 14.8%, 5.1%
COC(=O)c1cc(C)sc1NC(=O)C1C2C=CC(CC2)C1C(=O)O (configuration not stated)
  -0.7%, ?, i, 9.2%, -11.1%, 0.0%, 0.4%, -8.1%, -2.9%
O=C(c1ccccc1)c1cnc(Nc2ccccc2Cl)s1
  -7.2%, ?, ?, -8.5%, ?, 20.7%, 13.9%, 84.4%[activator], ?
Cc1ccccc1OCC(=O)Nc1ccc(OCc2cc(=O)n3ccsc3n2)cc1
  -8.1%, nt, i, nt, 0.8%, -0.5%, 1.7%, 3.8%, 3.1%
CCn1c(=O)cc(OCC(=O)Nc2cccc(C)n2)c2ccccc21
  3.8%, ?, i, 17.5%, -5.1%, 0.3%, 0.3%, 1.9%, -2.2%
O=C(COC(=O)Cc1ccc(F)cc1)NC1CCS(=O)(=O)C1 (configuration not stated)
  -3.4%, -3.9%, i, -0.7%, -5.2%, -0.5%, 3.1%, -7.3%, 0.6%
C=C(C)COc1ccc(-c2ncncc2-c2ccccc2OC)c(O)c1
  16.2%, ?, i, -14.8%, -22.4%, 0.2%, -6.8%, 4.1%, 1.7%
CCC(=O)N(Cc1ccco1)c1nc(-c2cc(OC)ccc2OC)cs1
  3.1%, -181.7%[0.0737 µM], i, -1.4%, -12.8%, 0.7%, -1.1%, -7.0%, -5.6%
CN1CCN(CC(=O)N(Cc2c(C#N)c3ccccc3n2C)c2ccccc2)CC1
  -27.7%, 6.1%, i, -2.7%, -15.1%, 1.7%, -8.0%, -15.1%, -6.5%
Cc1ccc(CC2C(=O)N(c3nc(C)cc(C)n3)C(=O)C2C)cc1 (configuration not stated)
  22.0%, 4.3%, i, -1.2%, -9.3%, -0.1%, 26.6%, -12.3%, 4.6%
O=C(O)c1c2c(nc3ccccc13)/C(=C/c1ccc(O)cc1)CCC2
  14.2%, 8.4%, i, 8.4%, -16.0%, 0.3%, 1.4%, nt, -11.5%

A stretch from the list above:
Values in the order – HepG2 tox, MCF10A rerep, S2 tox, EPAC2 antagonist, Nrf2 block, Nrf2 activator, TGFb inhibitor, ATXN2 expr inh, A549 viability
Cc1ccc(CC2C(=O)N(c3nc(C)cc(C)n3)C(=O)C2C)cc1 (configuration not stated)
  22.0%, 4.3%, i, -1.2%, -9.3%, -0.1%, 26.6%, -12.3%, 4.6%
O=C(O)c1c2c(nc3ccccc13)/C(=C/c1ccc(O)cc1)CCC2
  14.2%, 8.4%, i, 8.4%, -16.0%, 0.3%, 1.4%, nt, -11.5%

(listing goes on)
Values in the order – HepG2 tox, MCF10A rerep, S2 tox, EPAC2 antagonist, Nrf2 block, Nrf2 activator, TGFb inhibitor, ATXN2 expr inh, A549 viability
CC(c1ccccc1)N1CCn2c(nc3cc(NC(=O)c4cccs4)ccc32)C1 (configuration not stated)
  -50.3%, 15.5%, i, -4.5%, -2.0%, 2.7%, -9.0%, 21.6%, -8.7%
Cc1cc(-c2ccccc2)nc(SCC(=O)N2CCCC2)n1
  10.2%, ?, i, -2.8%, -14.7%, 2.4%, -1.7%, 11.4%, 2.5%
CCOC(=O)C1CCCN(S(=O)(=O)c2ccc(S(N)(=O)=O)cc2)C1 (configuration not stated)
  -6.8%, -32.1%[inhibitor], i, -4.8%, ?, 0.1%, -1.9%, -7.6%, -2.7%
CC(NC(=O)COC(=O)c1ccc(Cl)cc1O)c1ccc(F)cc1 (configuration not stated)
  4.1%, 0.9%, i, -1.2%, 2.9%, -0.9%, 0.0%, -17.4%, 8.3%
